Screens as filed in PubChem.
NPR2 activator – GC-B (human) receptor activation | P20594 | HEK293-GC-B cells, CNP EC30, cGMP TR-FRET; 0% at EC30 CNP, 100% saturating CNP | activation, % at 10 µM | 370,000 tested, 0.11% active | AID 1920062;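 active means activation at 10 µM reaching about 35% in either raw or pattern-adjusted values, limit read from the data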
mABHD4 FP – inhibits mouse alpha/beta hydrolase domain 4 | Q8VD66 | purified mABHD4, FP-Rh probe fluorescence polarization | inhibition, % at 8.92 µM | 370,000 tested, 0.54% active | AID 720543;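 active means inhibition exceeding the mean over every tested compound plus 3 SD, cut at about 30% in these data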;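 further: 0% = plate median of compound wells and 100% = S159A mutant with DMSO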
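Test system: mABHD4 protein; Read-out basis: % inhibition; Incubation: 45 min + 60 min at 25 °C; Repeats: single replicate; Technique: fluorescence polarization with parallel and perpendicular emission, 525/598 nm; Compound: 8.92 µM, single dose; Benchmarks: full inhibition S159A mutant plus DMSO, zero as sample-well median.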
HTRA1 inh – inhibitors of human serine peptidase HTRA1; Q92743; recombinant HTRA1, FP-rhodamine activity-based probe, fluorescence polarization; inhibition, % at 5.96 µM; 340,000 tested, 0.5% active; in the data active means inhibition above about 36%;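 further: 0% = enzyme with DMSO and 100% = wells lacking enzyme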
Target sequence (Q92743 whole entry, looked up): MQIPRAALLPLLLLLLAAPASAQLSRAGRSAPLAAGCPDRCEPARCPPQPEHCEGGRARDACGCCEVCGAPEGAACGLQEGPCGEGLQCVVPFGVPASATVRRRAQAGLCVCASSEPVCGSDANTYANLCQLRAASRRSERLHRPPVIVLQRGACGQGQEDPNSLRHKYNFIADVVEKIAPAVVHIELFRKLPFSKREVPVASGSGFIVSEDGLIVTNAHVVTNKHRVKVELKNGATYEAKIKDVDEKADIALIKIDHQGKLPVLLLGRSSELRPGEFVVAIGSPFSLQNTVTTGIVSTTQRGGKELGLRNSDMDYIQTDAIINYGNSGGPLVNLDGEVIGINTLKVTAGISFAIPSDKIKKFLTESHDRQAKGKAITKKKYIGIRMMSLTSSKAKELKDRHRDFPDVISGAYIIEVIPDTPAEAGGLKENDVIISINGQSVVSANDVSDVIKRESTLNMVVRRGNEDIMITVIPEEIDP
SIAE inh – human SIAE inhibition, primary screen | Q9HAT2 | SIAE FP-Rh probe binding, fluorescence polarization | inhibition, % at 9.66 µM | 370,000 tested, 0.69% active | AID 1053197;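 active means inhibition above a cutoff: mean of compounds within the control limits plus 3 SD of those, cut at about 17% in these data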;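 further: 0% = plate median of compound wells and 100% = probe without SIAE protein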
PRMT1 FP inh – inhibitors of human PRMT1; Q99873; inhibition, % at 2.79 µM; recombinant PRMT1, activity-based probe fluorescence polarization; 370,000 tested, 1.3% active; AID 652257;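 active means inhibition above about 21% made by adding two undisclosed values, limit read from the data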
Target sequence (Q99873 whole entry, looked up): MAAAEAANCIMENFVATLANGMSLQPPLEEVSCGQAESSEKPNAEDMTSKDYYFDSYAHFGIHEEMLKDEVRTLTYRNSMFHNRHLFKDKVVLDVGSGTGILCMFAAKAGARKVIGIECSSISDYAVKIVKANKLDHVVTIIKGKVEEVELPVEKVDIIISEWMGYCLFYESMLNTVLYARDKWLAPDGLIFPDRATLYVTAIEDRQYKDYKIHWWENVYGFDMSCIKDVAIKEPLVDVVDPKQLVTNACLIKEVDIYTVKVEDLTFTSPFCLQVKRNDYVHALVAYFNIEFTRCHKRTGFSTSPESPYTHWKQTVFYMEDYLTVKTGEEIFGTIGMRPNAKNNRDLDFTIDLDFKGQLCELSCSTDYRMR
rCAG binder – binds r(CAG) RNA repeats; r(CAG) RNA repeat, TO-PRO-1 dye displacement fluorescence; inhibition, % at 3 µM; 370,000 tested, 1.3% active;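 active means inhibition above the plate cutoff, the mean of all test compounds on that plate plus 3 SD, cut at about 35% in these data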;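 further: 0% = DMSO alone and 100% = 100 µM mitoxantrone as full dye displacement; higher means more dye released from RNA so lower well fluorescence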
TDP2 absorb – TDP2 (human) inhibition, absorbance primary screen; O95551; recombinant TDP2, T5PNP hydrolysis, p-nitrophenol absorbance 415 nm; inhibition, % at 12.8 µM; 370,000 tested, 0.34% active;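 active means inhibition above the mean of all tested compounds plus 3 SD, set per campaign, cut at about 25% in these data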;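 further: 0% = DMSO with enzyme and 100% = buffer with substrate but no TDP2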
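Incubation: 2 h at 37 °C; Test system: recombinant human TDP2; Quantity: enzyme 120 nM; Read-out basis: percent inhibition; Medium: 50 mM Tris-HCl pH 7.5 with Mg2+, KCl, DTT, BSA; Repeats: single replicate; Compound: 12.8 µM single point, 1% DMSO; Signal: epi absorbance; Reagent: 5 mM T5PNP chromogenic substrate; Benchmarks: no-enzyme high, DMSO-plus-enzyme low.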
TCR-CD3 inh – inhibitors of human TCR-CD3 interaction; TAMRA-labeled TCR probe fluorescence, biochemical; inhibition, % at 9.4 µM; 360,000 tested, 0.37% active; AID 651800; in the data active means inhibition above about 19%;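 further: recombinant mutant TCR 2C K166C tagged with TAMRA read by polarization; 0% = receptor in buffer alone and 100% = receptor with positive control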
MBD2 DNA inh – inhibitors of human MBD2 binding to methylated oligonucleotide | 370,000 tested, 0.31% active | TR-FRET | inhibition, % at 4.4 µM | Q9UBB5; in the data active means inhibition above about 13%
LEDGF integ inh – blocks HIV-1 LEDGF/p75-dependent DNA integration; TR-FRET IN-LEDGF/p75 DNA integration, Eu/Cy5; inhibition, % at 3.7 µM; 370,000 tested, 0.64% active;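 active means inhibition above the screen-wide mean plus 3 SD, cut at about 13% in these data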;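 further: signal is the Cy5 over europium emission ratio at 671 and 618 nm; 0% = plate median of compound wells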
Active calls of the source: *; . = no result given. A portion of the library. The share of hits here may be higher or lower than overall.

SMILES	NPR2 activator	mABHD4 FP	HTRA1 inh	SIAE inh	PRMT1 FP inh	rCAG binder	TDP2 absorb	TCR-CD3 inh	MBD2 DNA inh	LEDGF integ inh
C/C=C1/C[C@@H](C)[C@](O)(CO)C(=O)OCC2=CCN3CC[C@@H](OC1=O)[C@@H]23	2	3	0	7	3	0	-7	5	4	-2
CN1C[C@H](CO)C=C2c3cccc4[nH]cc(c34)C[C@H]21	-12	22	16	14	23*	-22	13	4	-5	16*
CC(=O)c1cn(Cc2ccc(C#N)cc2)c2ccccc12	3	1	-2	-4	1	-4	4	10	0	-1
CC(C)(C)C(=O)Cn1c(NCCCl)nc2ccccc21	0	7	4	-3	1	3	5	2	1	0
CCCCP(=O)(O)c1ccccc1	2	3	3	3	0	-1	-3	-2	3	2
CC1(C)CN=C(NCc2ccccc2Cl)S1	0	-1	4	8	6	2	-9	3	-2	1
CN1C(=O)NC(=O)C2(Cc3ccccc3N3CCOCC32)C1=O (stereo not drawn)	2	-4	-3	4	2	1	-11	4	-5	2
COc1cccc(N2C(=O)NC(=O)/C(=C/c3ccc4c(c3)Cc3ccccc3-4)C2=O)c1	-3	4	-23	-1	5	8	10	3	-1	-1
CC(=O)c1c(O)n(-c2cccc(Cl)c2)c(=O)[nH]c1=O (tested in a mixture with another compound)	6	-4	-6	-5	7	3	-5	-11	3	-7
Cc1cnc[nH]1	-6	5	4	2	-2	4	-6	8	0	-1
CC(Cc1ccccc1)NC(=O)C(c1ccc(N)cc1)c1ccc(N)cc1 (stereo not drawn)	6	7	4	6	-2	7	8	8	1	-4
N#Cc1ccc(NC(=S)N2Cc3cc(Br)ccc3-n3nncc3C2)cc1	-8	-6	.	1	-3	11	-10	9	-3	-2

Looked up above.
Under mABHD4 FP, CC1(C)CN=C(NCc2ccccc2Cl)S1 shows -1
Under TDP2 absorb, Cc1cnc[nH]1 shows -6

Continuation:
SMILES	NPR2 activator	mABHD4 FP	HTRA1 inh	SIAE inh	PRMT1 FP inh	rCAG binder	TDP2 absorb	TCR-CD3 inh	MBD2 DNA inh	LEDGF integ inh
ClCCNc1nc2ccc(Cl)cc2[nH]1	-4	6	6	-4	2	-3	4	-9	3	-3
CCOc1ccccc1N1C(=O)NC(=O)/C(=C/c2ccc3c4c(cccc24)CC3)C1=O	1	-3	-6	-2	5	5	8	-2	-10	5
Fc1ccc(C[n+]2c(-c3ccccc3)cc(-c3ccccc3)cc2-c2ccccc2)cc1	-15	7	.	3	0	3	-1	2	8	1
CCCCn1c(O)c(C(C)=NCCN2CCCCC2)c(=O)[nH]c1=O	-3	7	-3	3	4	-1	-4	5	-1	5
COc1ccc(CC(C)NC2CCCCCC2)cc1 (stereo not drawn)	-7	5	-1	3	2	4	-8	1	-3	2
Cc1ccc(C2=NCC(=O)Nc3ccc(Br)cc32)cc1	-6	-5	-5	-10	0	-1	-13	10	0	-3
O=C(COc1ccc(Cl)cc1Cl)N1CCN(C/C=C/c2ccccc2)CC1	-3	-13	-30	0	4	-3	-8	-6	8	0
CC(=O)C1(c2ccccc2)CCNCC1	-6	-2	-5	7	3	1	-1	-6	-1	4
Cc1cccnc1-n1c(CN2C(=O)c3ccccc3C2=O)nc2ccccc2c1=O	-7	-1	-7	-2	-1	-2	-2	6	1	-5
O=c1[nH]c(=S)n(-c2ccccc2F)c(O)c1C=NCc1ccco1	-1	-5	0	-10	-2	3	-4	-2	-3	0
OCC1OC(n2cnc3cc(Cl)c(Cl)cc32)C(O)C1O (stereo not drawn)	-3	-1	.	5	2	1	0	-7	2	-3
O=C(CCN1CC1)OCCOC(=O)CCN1CC1	6	-2	1	-4	-1	0	10	1	7	-4

Record cards, from the list above. Screens in order: NPR2 activator	mABHD4 FP	HTRA1 inh	SIAE inh	PRMT1 FP inh	rCAG binder	TDP2 absorb	TCR-CD3 inh	MBD2 DNA inh	LEDGF integ inh
CCCCP(=O)(O)c1ccccc1 as listed: 2	3	3	3	0	-1	-3	-2	3	2
CC(=O)C1(c2ccccc2)CCNCC1 as listed: -6	-2	-5	7	3	1	-1	-6	-1	4

Remaining list, next part
SMILES	NPR2 activator	mABHD4 FP	HTRA1 inh	SIAE inh	PRMT1 FP inh	rCAG binder	TDP2 absorb	TCR-CD3 inh	MBD2 DNA inh	LEDGF integ inh
CCCNC(=O)N1[C@H]2CC[C@@H]1C(C(=O)OC)=C(c1ccc(Cl)c(C(F)(F)F)c1)C2	-2	2	-7	2	-2	-6	1	2	1	1
CN1C(=O)N(C)C(=O)C2(Cc3cc([N+](=O)[O-])ccc3N3CCN(C(=O)c4ccccc4)CC32)C1=O (stereo not drawn)	-1	3	-6	10	5	1	-8	-2	-5	-5
CN1CCN(C(=O)Cc2ccccc2)CC1	8	-2	1	1	0	-1	7	3	1	-2
c1ccc2c(CN3CCCCCC3)c[nH]c2c1	-3	3	6	0	-1	2	11	3	0	-1
CN(C)CC(C(=O)Cc1ccccc1)c1ccccc1 (stereo not drawn)	-13	-3	-9	-1	12	0	-18	-3	-1	6
COc1ccc(-c2nn(CCC#N)cc2C(=O)NCc2ccccc2)cc1	2	-1	7	-2	-3	-1	-4	-2	2	5
C/C(=N\Nc1ccccc1)c1c(O)n(-c2ccccc2)c(=O)[nH]c1=O	2	6	3	-6	2	3	9	-8	4	-2
O=[N+]([O-])c1ccc(Cl)c(Cl)c1Cl	-12	-5	8	2	3	0	5	-1	2	4
CCC(=O)c1cc(F)c(N2CCN(CC)CC2)cc1C	5	5	-2	0	0	-3	-5	-1	1	-1
FC(F)(F)C1=NC(C(F)(F)F)=NP(N2CCOCC2)(N2CCOCC2)=N1	2	0	3	-3	-1	-3	-10	6	-2	-1
COc1cccc(CN2CCCC(C(=O)c3ccccc3SC)C2)c1O (stereo not drawn)	-3	-6	2	-5	-4	5	-11	-1	-2	6
Cc1nc2ccccc2c(=O)n1/N=C/c1cc(Br)cc(Br)c1O	-7	9	36*	2	0	9	5	46*	-1	5
C[C@]12CC[C@H](O)CC1=C([N+](=O)[O-])CC1C2CC[C@@]2(C)C1CC[C@@H]2O (stereo partly drawn)	2	2	0	-2	-3	3	-3	6	-2	4
Cc1cccc(N2C(=O)NC(=O)/C(=C/c3ccc(N4CCOCC4)cc3)C2=O)c1	1	8	-8	-6	7	10	-17	-23	-1	4
CCOc1ccc(CN2CCN(C(=O)Cc3ccccc3)CC2)cc1	0	6	2	4	2	-11	13	1	2	0
CSc1ncc(Cl)c(C(=O)O)n1 (tested in a mixture with another compound)	-1	4	-3	3	1	4	7	0	4	-2
Cc1ccc(C(C)C)c(OCC#CCN2CCCC2)c1	-4	10	-10	9	-7	-15	-11	6	-2	2
COc1ccc(CCNCc2ccc(F)cc2)cc1OC	-4	8	-1	0	-2	-146	1	-2	0	3
Cc1nc2ccccc2c(=O)n1-c1ccccc1C(F)(F)F	2	-2	1	1	1	-3	3	8	-7	-1
CCOC(=O)C1SC2(C(F)(F)F)CC1(O)c1c(C)cc(C)nc1O2 (stereo not drawn)	-3	-7	4	2	73*	-2	-1	2	1	4
CCC(C)n1c(O)c(/C=N/Nc2ccccc2)c(=O)[nH]c1=S (stereo not drawn)	-3	-24	14	5	4	7	9	-9	0	1
Cn1cccc1/C=C1\C(=O)NC(=O)N(Cc2ccccc2)C1=O	2	23	16	11	15	40*	5	-3	-2	1
CCC(=NCCCN(C)C)c1c(O)n(-c2ccc(OC)cc2)c(=O)[nH]c1=O	3	-1	5	0	0	-1	1	4	0	1
C[N+](C)(C)c1ccccc1	-6	-8	6	-2	-1	3	-12	-2	-5	4
O=C(NCCCn1ccnc1)C(Cl)(Cl)Cl	-3	-2	-3	1	0	-1	-7	3	-7	-2
N[C@@H](Cc1ccccc1)C(=O)N1C[C@H]2C[C@@H](C1)c1cccc(=O)n1C2	1	-4	1	-6	-2	0	-7	3	2	0
C/C(=N\N1CCCCCC1)c1c(O)n(-c2ccccc2C)c(=O)[nH]c1=O	3	4	0	7	-6	-5	-6	-2	-7	6
O=C(CSC1c2ccccc2-c2ccccc21)N/N=C/c1ccccc1O	0	-10	-33	1	-2	5	-16	3	1	0
CCOC(=O)C1(c2ccccc2)CCN(CCC(=O)Nc2ccc(OC)cc2)CC1	-2	7	5	-4	7	-2	9	-5	3	-1
C=CC12CN(C)[C@@H]3C4CO[C@H](C[C@H]41)[C@]1(C(=O)Nc4ccccc41)[C@@H]32 (stereo partly drawn)	4	-3	-1	-6	-1	-1	-5	1	0	-4
CCCC(C)C1C(C#N)=C(N)Oc2c1c(=O)oc1ccccc21 (stereo not drawn)	-3	0	2	-2	0	5	5	-2	3	1
NS(=O)(=O)c1ccc(-c2ccc(C=C3C(=O)NC(=O)NC3=O)o2)cc1	1	0	-1	2	19	3	0	-5	-7	5
CC(C)Cc1nnc(NC(=O)CCC(=O)N2CCN(CCOC(c3ccccc3)c3ccccc3)CC2)s1	-5	2	-9	10	-1	2	12	10	-3	-2
CCOC(=O)C1(CCOc2ccccc2)CCN(Cc2ccc(C)s2)CC1	-6	3	-3	-6	0	-11	-1	-3	5	-2
O=c1[nH]c(=S)n(C2CC2)c(O)c1/C=N/Nc1cccc2ccccc12	-10	27	41*	11	13	34	16	-4	1	3
COC(=O)C1=C(c2ccc(OC)c(OC)c2)C[C@@H]2CC[C@H]1N2C(=O)NCCCOC(C)C	4	1	3	4	-4	-5	-1	0	-6	-4
O=c1cccc2n1CC1CC2CN(c2nc(N3CCCCC3)nc(N3CCCCC3)n2)C1 (stereo not drawn)	-2	-7	-2	-12	-5	-4	-30	6	-3	3
CN1C2CCC1CC(OC(=O)c1cccc(O)c1)C2 (stereo not drawn)	-4	-3	2	-2	-6	2	-10	5	-2	2
O=C1N=c2ccccc2=C/C1=C\c1c(O)[nH]c(=S)[nH]c1=O	-4	10	0	11	52*	7	8	-4	-4	1
O=C(Nc1cccc(C(F)(F)F)c1)c1cccn(Cc2ccc3c(c2)OC(F)(F)O3)c1=O	-7	-6	-10	-32	-2	3	10	-2	2	1
C=CCn1c(O)c(C(C)=NCc2cc(OC)cc(OC)c2)c(=O)[nH]c1=O	5	5	-1	-2	1	-3	0	2	1	-3
CC(C)C12CN3CC(C(C)C)(CN(C1)C3c1cccnc1)C2=O (stereo not drawn)	-2	6	5	-1	-3	-4	-6	10	-1	-1
CCOC(=O)CNC(=O)N1Cc2cc(-c3cccc(F)c3)ccc2-n2nncc2C1	-2	2	.	-4	3	3	2	1	-5	4
COc1ccc2c(c1)C(NC(C)=O)CCc1cc(OC)c(OC)c(OC)c1-2 (stereo not drawn)	-6	3	1	6	-2	2	5	-1	-8	1
COc1cccc(NC2=NCCCS2)c1	3	1	-2	9	-3	0	14	1	0	1
CN1C[C@@H]2C[C@@H](c3cccn3-c3ccccn3)N3CCC[C@@]23C1=O	0	2	7	4	0	1	18	7	-1	0
c1ccc(CCc2ccc3n2Cc2cnnn2-c2ccccc2-3)cc1	0	-19	-22	-6	3	4	-16	-12	-4	8
